SIRT5 block: blocks human SIRT5 desuccinylation of peptide. inhibition, % at 15 µM. 1.1% of 330,000 active. Q9NXA8. Purified SirT5, succinyl-peptide AMC, trypsin-coupled fluorescence; in the data active = inhibition above about 15%
XiGFP reactiv: reactivates the inactive X chromosome in mouse fibroblasts; XiGFP mouse fibroblasts, % GFP-positive cells imaging, 3 d; cells co-treated with 5-aza-dC sensitizer; scaled so ellipticine positive control = 100%; activation, % at 7.58 µM; 0.055% of 360,000 active; AID 743238;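 active = mean normalized replicate activation at least 10% and every replicate at or above 10%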;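 note: 0% = median of on-plate neutral control wells and 100% = ellipticine 6 µM median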
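System: 68-5-11 XiGFP fibroblast line; Timing: 3 days compound exposure; Compound dosing: one concentration, pinned; Benchmarks: positive control ellipticine, 6 µM final; Buffer or medium: DMEM containing 5-aza-dC.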
Cneo AK release: Cryptococcus neoformans lysis via adenylate kinase release | C. neoformans lysis, adenylate kinase release luminescence, 4 h; normalised: neutral wells 0, clomiphene wells 100 | lysis activity, % at 15 µM | 0.2% of 360,000 active;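 active = mean lysis activity across replicates of at least 80%, whatever share of replicates individually reach that level; inactive = mean lysis activity below 80%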
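Assay system: C. neoformans cells. Amount: yeast cell density of 5 × 10^6 cells/mL. Technique: AK luminescence. Buffer or medium: YPD. Times: static 4 h at 37 °C with compound, 1 h detection. Dosing: single-point compound dose. Read-out: lysis from increased AK signal.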
PGC1a acetyl inh: PGC1a acetylation modulation, inhibitor mode; U2OS PGC1a acetylation, AlphaScreen anti-acetyl-lysine; with virally co-expressed GCN5 acetyltransferase; inhibition, % at 15.6 µM; 0.17% of 350,000 active;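 active = every replicate shows inhibition of at least 40%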;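 note: 0% = neutral control wells and 100% = positive control wells; some results beyond the cut were filed as inactive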
C2C12 statin: protects C2C12 myotubes from simvastatin toxicity; 0.78% of 330,000 active; rescue of ATP level, % at 7.49 µM; ATP luminescence, 48 h; scaled: DMSO 0, geranylgeraniol control 100;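 active = mean ATP rescue above about 67%, or every replicate alone reaching that limit, limit read from the data, passing the limit was not always enough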;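 note: myotubes were challenged with 10 µM simvastatin during compound exposure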
S100A4 MyoIIA: blocks human S100A4 binding to myosin IIA peptide. S100A4/TAMRA-MyoIIA peptide fluorescence polarization. inhibition, % at 10.7 µM. 0.14% of 360,000 active;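 active = mean inhibition of at least 70% across replicates, with every replicate also reaching that level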
Target sequence (P26447 whole entry, looked up): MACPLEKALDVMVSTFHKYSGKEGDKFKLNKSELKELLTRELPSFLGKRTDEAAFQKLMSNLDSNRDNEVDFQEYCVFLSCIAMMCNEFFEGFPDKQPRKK
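assay system = human S100A4 monomer with TAMRA-labelled myosin IIA peptide | also added = labelled myosin peptide probe, 5 nM | incubation = 5 min between mix addition and reading | control set = DMSO and TFP controls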
ERAP1 HTS inh: inhibitors of human ERAP1 aminopeptidase. Q9NZ08. recombinant ERAP1, Leu-AMC fluorescence, 60 min. inhibition, % at 10.7 µM. 0.15% of 340,000 active;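 active = mean replicate inhibition of at least 30%, or all replicates individually reaching that 30% level; inactive = mean below 30% and not every replicate reaching it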;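 note: 0% = neutral control wells and 100% = L-leucinethiol positive control wells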
Target sequence (Q9NZ08 whole entry, looked up): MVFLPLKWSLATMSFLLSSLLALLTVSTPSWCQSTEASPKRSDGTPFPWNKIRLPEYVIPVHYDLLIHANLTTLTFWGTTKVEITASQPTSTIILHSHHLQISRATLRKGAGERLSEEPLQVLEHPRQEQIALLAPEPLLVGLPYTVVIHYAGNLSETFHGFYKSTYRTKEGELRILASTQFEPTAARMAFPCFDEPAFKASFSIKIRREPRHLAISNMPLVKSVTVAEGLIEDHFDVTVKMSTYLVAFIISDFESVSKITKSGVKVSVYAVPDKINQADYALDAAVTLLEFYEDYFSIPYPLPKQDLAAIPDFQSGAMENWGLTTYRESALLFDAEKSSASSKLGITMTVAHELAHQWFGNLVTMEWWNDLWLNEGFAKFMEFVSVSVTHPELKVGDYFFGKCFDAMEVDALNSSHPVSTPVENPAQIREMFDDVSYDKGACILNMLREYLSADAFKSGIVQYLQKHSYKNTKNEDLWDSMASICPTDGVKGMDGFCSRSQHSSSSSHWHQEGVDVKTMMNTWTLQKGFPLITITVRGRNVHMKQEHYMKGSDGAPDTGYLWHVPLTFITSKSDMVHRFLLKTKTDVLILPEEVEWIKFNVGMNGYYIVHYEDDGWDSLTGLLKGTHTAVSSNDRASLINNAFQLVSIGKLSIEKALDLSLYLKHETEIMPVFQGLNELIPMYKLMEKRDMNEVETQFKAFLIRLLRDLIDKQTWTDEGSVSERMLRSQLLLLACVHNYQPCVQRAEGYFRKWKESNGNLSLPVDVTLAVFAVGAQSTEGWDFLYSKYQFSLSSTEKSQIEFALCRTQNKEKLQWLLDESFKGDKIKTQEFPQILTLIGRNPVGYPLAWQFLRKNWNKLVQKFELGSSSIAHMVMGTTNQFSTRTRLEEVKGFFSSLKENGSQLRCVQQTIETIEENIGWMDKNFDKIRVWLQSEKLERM
LGR2 antag: inhibitors of bursicon-induced Drosophila LGR2 receptor cAMP signaling; HEK293 LGR2, CRE-luciferase, bursicon-stimulated, 4 h; inhibition, % at 9.99 µM; 0.35% of 380,000 active;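 active = drop in luminescence signal, shown as inhibition above about 50% in the replicate tests, limit read from the data, passing the limit was not always enough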;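 note: agonist challenge used bursicon conditioned medium at about half maximal strength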
* marks the source's active call; other numbers are inactive results; nt = not tested or not shown. Only part of the results is shown (hit frequency here may not be typical).

Results follow in this order: SIRT5 block, XiGFP reactiv, Cneo AK release, PGC1a acetyl inh, C2C12 statin, S100A4 MyoIIA, ERAP1 HTS inh, LGR2 antag
CC1(C(=O)Nc2cccc(OC(F)(F)F)c2)Cc2c(-c3cccc(C(F)(F)F)c3)ccnc2O1 (stereo not drawn)
    -1, -0.1, 0, -13, -35, 0, -4, 9
Cc1ccc(C)c(OCc2nc3ccccc3[nH]2)c1
    10, -0.1, 11, 6, 0, -22, 8, -42
COC(=O)c1ccccc1CC1Cc2cc3c(cc2C1=O)CCC3 (stereo not drawn)
    nt, -0.1, nt, -5, -2, -5, 2, -57
COc1ccccc1-c1ccc([C@H]2[C@@H](CO)N3CCCCN(C(=O)NC4CCCC4)C[C@H]23)cc1
    -2, 0.0, -7, -17, -16, -18, 1, -5
CC1CCCCN1CCCNC(=O)Cn1c(=O)c2cccn2c2ccccc21 (stereo not drawn)
    21*, 0.1, -1, -3, -7, -4, 3, -19
C[C@@H]1CN([C@H](C)CO)C(=O)Cc2cc(NC(=O)NC3CCCCC3)ccc2O[C@@H]1CN(C)C(=O)Nc1cccc2ccccc12
    1, -0.8, 5, 13, -22, 1, 0, 6
O=[N+]([O-])c1ccc2[nH]c3nc4ccccc4nc3c2c1
    0, 0.1, -1, nt, 5, 12, 0, -29
CCCn1c(N)c(C(=O)CN(C)CC(=O)Nc2c(Cl)cccc2Cl)c(=O)[nH]c1=O
    3, 0.4, 1, -2, -23, -2, -1, 0
O=c1cc(O)c(-c2ccc(Cl)c(Cl)c2)c(Cl)[nH]1
    -2, 0.2, -1, 1, 6, -9, -2, -6
C[C@H]1CN([C@@H](C)CO)C(=O)c2cc(NS(=O)(=O)c3ccccc3)ccc2O[C@@H]1CN(C)S(=O)(=O)c1ccc(F)cc1
    nt, 0.1, nt, -10, 25, nt, nt, 1
Nc1ccc(CCc2ccc(N)cc2)cc1
    3, -0.1, -4, -10, 26, -4, 2, -25
CCCC(=O)Nc1ccc2c(c1)C(=O)N(C)C[C@@H](OC)[C@H](C)CN[C@@H](C)CO2
    -11, 0.4, 2, nt, -2, 1, 1, -1
CCOC(=O)N[C@H](C(=O)N1CCC[C@H]1C(=O)NC1CCCC1)C1CCCCC1
    -2, 0.2, nt, nt, nt, -1, -3, 7
O=C(N/N=C1/CCCc2ccccc21)C(c1ccccc1)c1ccccc1
    nt, nt, -1, 2, 55, nt, nt, -24
O=C(NCCCc1ccccc1)c1cccc(NC(=O)C2CC2)c1
    1, 0.0, 1, -11, 6, -1, nt, 0
O=C(CCS(=O)(=O)c1ccccc1)Nc1ccccc1N1CCOCC1
    -5, 0.2, nt, 0, 3, -2, 1, 3
O=C(CSc1ncn[nH]1)N1N=C2/C(=C\c3ccco3)CCCC2C1c1ccco1 (stereo not drawn)
    nt, 0.0, 1, -10, 8, 0, 10, 10
COc1cccc(C2Nc3cccc4cccc(c34)N2)c1
    1, -0.3, nt, nt, nt, 8, -5, -2
O=C(NCC[C@@H]1CC[C@@H](NS(=O)(=O)c2cccc(F)c2)[C@H](CO)O1)C1CCCCC1
    9, -0.1, 0, 0, 4, -1, 0, -13
Cc1sc2ncnc(Sc3ccccc3C(=O)O)c2c1C
    2, 0.1, nt, -3, nt, -9, -1, 13

Structures shown so far that contain an aryl thioether with sulfur outside any ring, in the order listed:
Results follow in this order: SIRT5 block, XiGFP reactiv, Cneo AK release, PGC1a acetyl inh, C2C12 statin, S100A4 MyoIIA, ERAP1 HTS inh, LGR2 antag
O=C(CSc1ncn[nH]1)N1N=C2/C(=C\c3ccco3)CCCC2C1c1ccco1 (stereo not drawn)
    nt, 0.0, 1, -10, 8, 0, 10, 10
Cc1sc2ncnc(Sc3ccccc3C(=O)O)c2c1C
    2, 0.1, nt, -3, nt, -9, -1, 13

New compounds follow.
Results follow in this order: SIRT5 block, XiGFP reactiv, Cneo AK release, PGC1a acetyl inh, C2C12 statin, S100A4 MyoIIA, ERAP1 HTS inh, LGR2 antag
CCCn1c(SCC(=O)Nc2ccccc2N2CCCCC2)nc2c1c(=O)n(C)c(=O)n2C
    1, nt, 0, 4, -6, -1, -7, -1
COc1ccc(S(=O)(=O)N(C)C[C@H]2Oc3ccc(NS(C)(=O)=O)cc3CC(=O)N([C@H](C)CO)C[C@H]2C)cc1
    0, -0.9, -1, 2, -1, 7, 0, -7
CCc1nnc(NC(=O)CSc2nc3ccccc3o2)s1
    nt, nt, -1, 1, 0, nt, nt, 20
Cc1cccc2[nH]c(SCC(=O)O)nc12
    -2, 0.0, nt, -8, 6, -2, -2, -13
CCCC(=O)Nc1ccc2c(c1)C(=O)N(C)[C@@H]1CC[C@H](CC(=O)Nc3cn(C)nc3C)O[C@H]1CO2
    -4, 0.2, 6, 10, 8, 1, 4, -3
CN(C)c1cccc(C(=O)Nc2ccc3nc4n(c(=O)c3c2)CCCCC4)c1
    nt, 0.2, -2, -3, 3, -2, nt, -13
COc1ccc(C2(C)NC(=O)N(CC(=O)Nc3cccnc3Cl)C2=O)cc1 (stereo not drawn)
    -2, 0.0, 0, nt, 2, 2, 1, -1
Cc1ccc(S(=O)(=O)Nc2ccc3c(c2)CC(=O)N([C@H](C)CO)C[C@@H](C)[C@H](CN(C)CC2CC2)O3)cc1
    -5, 0.0, -2, -9, -3, 1, 2, 0
C/C(=N/NC(=O)CN(c1ccccc1)S(=O)(=O)c1ccccc1)c1ccccc1O
    -3, 0.2, -1, nt, 5, 4, 2, 8
COCCNC(=O)c1c(CS(=O)(=O)c2ccccc2)noc1C(=O)NCc1ccccc1
    -2, 0.0, 1, 21, 96*, 2, -7, -2
O=C(Cn1cnc2c(NCc3ccccc3)ncnc21)NCc1ccc2[nH]ccc2c1
    -2, 0.1, 1, 6, -3, 1, -2, 0
CC(=O)Nc1ccc2c(c1)C(=O)N(C)[C@@H]1CC[C@H](CC(=O)NCc3ccc(F)cc3)O[C@H]1CO2
    -2, 0.5, -10, -12, 9, 13, 2, -8
COc1cccc(N=CC=C2OC(C)(C)C(C)(C)O2)c1
    -3, 0.0, nt, nt, nt, -8, -3, -51
CCC(C)c1ccccc1OCCCNC1CCCC1 (stereo not drawn)
    0, 0.0, 1, nt, 1, -8, 0, 0
Cc1cc(C(=O)Nc2ccncc2)ccc1[N+](=O)[O-]
    -1, 0.0, -2, -10, 0, -6, -3, -4
CCOC(=O)N1CCN(C(=O)Nc2cccc(Cl)c2)CC1
    nt, nt, 4, -1, 15, nt, nt, -15
CCn1cc(C(=O)N(CCC(C)C)c2c(N)n(Cc3ccccc3)c(=O)[nH]c2=O)c(=O)c2ccc(C)nc21
    -7, -0.2, 0, 9, nt, -15, 7, -16
O=C(C1CC1)N1CC2(C1)[C@H](c1ccccc1)[C@H](CO)N2C(=O)CC1CC1
    -1, 0.1, nt, 9, nt, 11, 6, 1
CCc1ccc(NC(=O)c2cc(CC(C)C)on2)cc1
    -4, 0.0, -2, nt, -2, -1, 3, -94
N#Cc1nc(-c2ccccc2Cl)oc1N1CCN(C(=O)c2ccco2)CC1
    -1, 0.0, 0, 0, 6, -3, -1, 3
CCCn1c(SCC(=O)Nc2cc(Cl)ccc2OC)nc(O)cc1=O
    -2, 0.5, 0, nt, 3, -5, -1, 4
Cn1c(=O)c2c(O)cc(=O)[nH]c2n(-c2ccccc2)c1=O
    2, nt, 1, 2, 13, -1, 7, 7
COC(=O)c1cccc(C23CC4(C2)[C@H](CN(Cc2cccnc2)[C@@H]4c2ccccc2)C3c2ccccc2)c1 (stereo partly drawn)
    nt, -0.7, -3, nt, -4, -5, 0, -9
CC(C)Oc1ccccc1C(=O)NC(CO)C(=O)O (stereo not drawn)
    1, 0.0, nt, 1, nt, -2, 1, 31
COc1cccc(C#Cc2ccc3c(c2)O[C@H](CN(C)S(=O)(=O)c2ccccc2F)[C@@H](C)CN([C@@H](C)CO)S3(=O)=O)c1
    6, -0.4, -1, 5, 14, 0, 1, 1
Cc1ccccc1-n1nnnc1SCC(=O)NCC1CCCO1 (stereo not drawn)
    4, 0.0, nt, -45, nt, 1, 2, 1
COc1ccccc1-c1ccc2c(c1)[C@@H]1[C@@H](CCN1S(=O)(=O)c1ccc(C)cc1)[C@H](CO)N2
    2, 0.1, -2, -24, 5, 1, -1, -10
C=CCOc1c(Br)cc(CNc2ccc(NC(=O)C(C)C)cc2)cc1OCC
    4, -0.1, -3, 1, nt, 0, -3, nt
COc1ccccc1NS(=O)(=O)c1cccc2nsnc12
    -1, -0.1, nt, 3, nt, 0, -2, -6
Cc1cc(C)n2nc(C(=O)N/N=C/c3ccc(Cl)cc3)nc2n1
    10, 0.2, nt, nt, nt, 11, 0, 4
Cc1cccc(N=C2NN=C(c3c[nH]c4ccccc34)CS2)c1
    2, 0.1, nt, 4, -2, -2, 2, 11
C#CCOCCOCCOCCNc1nc(N2CCN(C(=O)[C@H](CCCCN)n3cc([C@@H](N)[C@H](C)CC)nn3)CC2)nc(N2CCN(C(=O)[C@H](CCCCN)n3cc([C@@H](N)CC(N)=O)nn3)CC2)n1
    nt, 0.1, 2, -3, 18, 50, nt, 3
CC1=NN(c2ccccc2)C(=O)/C1=C\c1ccc(Br)s1
    -4, 0.3, nt, nt, nt, -1, 0, -9
COc1ccc(C2C(C(=O)O)CC(=O)N2C2CCCCC2)cc1 (stereo not drawn)
    -7, nt, 1, 5, 18, -3, -3, -15
O=C(CCc1nnc2ccc(NCc3ccccc3Cl)nn12)NC1CCCCC1
    1, 0.2, 1, 3, 1, -4, 3, -1
C[C@H](CO)N1C[C@H](C)[C@@H](CN(C)C(=O)Nc2ccc3c(c2)OCO3)OCCCC[C@H](C)Oc2ccc(NC(=O)Nc3cccc4ccccc34)cc2C1=O
    -1, 0.5, -1, 5, 19, 34, -3, -1
C=CCN1C(=O)CSC1=Nc1ccc(C(=O)O)cc1
    0, 0.0, -1, nt, 5, 18, 0, nt
C=C(C)[C@@H]1CC[C@]2(C(=O)O)CC[C@]3(C)[C@H](CC[C@@H]4[C@@]5(C)CC[C@H](O)C(C)(C)[C@@H]5CC[C@]43C)[C@@H]12
    -3, -0.1, 1, 8, -46, -6, -3, nt
CC(C)(C)Nc1ncnc2c1cnn2-c1ccccc1
    0, -0.1, -5, -9, -90, 7, -3, -4
CC(CN1CCOCC1)c1ccccc1 (stereo not drawn)
    -3, nt, nt, -2, nt, -1, 3, 17
CC(=O)Oc1ccccc1Cn1c(C)c(C(=O)NCCC#N)sc1=O
    nt, -0.1, 0, nt, -16, -2, nt, 12
Cn1c(=O)oc2cc(S(=O)(=O)N3CCCC(C(=O)NCc4cccs4)C3)ccc21 (stereo not drawn)
    -2, 0.2, 0, 4, -4, 0, 0, -6
C=CCn1c(CNS(=O)(=O)c2ccc(Br)cc2)n[nH]c1=S
    -4, -0.1, -2, nt, 8, -9, 0, -12
COc1ccc(S(=O)(=O)N2CCN(C(=O)c3cc(-c4ccccc4OC)n[nH]3)CC2)cc1
    nt, 0.3, -1, nt, -9, -1, -2, -6
COc1ccccc1NC(=O)NNC(=O)c1ccc(-c2ccccc2)cc1
    -1, 0.0, 2, -4, nt, 1, 0, 3
O=C(CSc1nc2ccsc2c(=O)n1CC1CCC(C(=O)O)CC1)NCCc1ccc(Cl)cc1 (stereo not drawn)
    2, 0.0, 2, 5, 1, 1, -8, 12
CCCNC(=O)Nc1ccc2c(c1)C(=O)N(C)C[C@@H](OC)[C@H](C)CN(CCC)[C@@H](C)CO2
    -1, -0.1, -44, 5, 7, 8, nt, -4

Compound activity from PubChem BioAssay.
